AID inh: inhibitors of human activation induced cytidine deaminase; Potency, µM (doses to about 115 µM), inactives show at the highest dose activity change, negative = inhibition, actives largely listed as inhibitors; actives 0.32% (n = 91,000); Q9GZX7; AID deamination FRET fluorescence, UDG-coupled, 4 h; also: nearly all actives have a fitted effect of over 25% in size
Target sequence (Q9GZX7 whole entry, looked up): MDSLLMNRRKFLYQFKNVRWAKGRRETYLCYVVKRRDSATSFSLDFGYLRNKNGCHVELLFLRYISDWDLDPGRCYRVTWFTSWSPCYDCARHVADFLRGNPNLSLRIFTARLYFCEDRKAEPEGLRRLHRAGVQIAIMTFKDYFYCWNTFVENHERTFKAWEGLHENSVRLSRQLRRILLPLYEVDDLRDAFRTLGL
UDG counter: UDG inhibition counter-screen; FRET deamination/UDG coupled assay, UDG read, 4 h; Potency, µM (series often up to 115 µM), without a hit: at the top dose activity change, negative = inhibition, hits mostly inhibitors; actives 0.14% (n = 91,000); AID 1347430; also: nearly all actives have a fitted effect of over 65% in size
Active calls of the source: *; ? = inconclusive; [ ] = remark or other dose. Calls follow the shape of the dose curve; as a rule, active = well fitted curve in the direction sought with a large enough effect; inconclusive = small, poorly fitted or top-dose-only effect, or another doubt; inactive = no such curve, though single readings can be large; an effect the other way counts as inactive or inconclusive. % is scaled to controls: 0 for no effect and ±100 for the full control effect; potency is read from the fitted curve at half-maximal effect. These rows are one share of the data; count on the stated rates, not on these rows.

| structure | AID inh | UDG counter |
| --- | --- | --- |
| COc1cc(OC)cc(-c2cc3nc(C)c(CCC(=O)Nc4ccccc4OC)c(C)n3n2)c1 | -25% | -13% |
| O=C(CCc1ccc(F)cc1)Nc1ccccc1-c1ccccc1 | -16% | -6% |
| CCc1ccccc1OCC(=O)OCc1ccc(Cl)cc1 | -3% | -1% |
| O=C(NCCc1ccccn1)c1ccc(Cl)cc1 | -4% | 1% |
| COc1cc(/C=C/C(=O)c2cc3ccccc3o2)ccc1OC(C)C | -17% | -8% |
| CCCCSc1nc2c(c(=O)[nH]c(=O)n2C)n1CC | -2% | 6% |
| Cc1nc(SCC(=O)Nc2ccc(C(=O)O)cc2)n[nH]1 | 5% | -4% |
| CCOC(=O)/C(=C/c1ccc(OC)c(Br)c1)c1nccn1C | -6% | -3% |
| O=C(CCC1N=C2c3ccccc3N=C(SCC(=O)NCCc3ccccc3)N2C1=O)NCc1ccc(F)cc1 (centres undefined) | -1% | -5% |
| O=C(CCNC(=O)c1cnccn1)Nc1ccccc1Cc1ccccc1 | 1% | 4% |
| CC(C)CNc1nc(C(=O)Nc2nccs2)cs1 | 2% | 2% |
| ClC12CC3CC(C1)CC(CN=Cc1cccs1)(C3)C2 | -7% | 6% |
| Cc1[nH]c(=O)[nH]c(=O)c1CCC(=O)Nc1nc(C(C)C)cs1 | 2% | -5% |
| COCCN(Cc1cc2ccc(C)cc2[nH]c1=O)C(=O)c1cccc(OC)c1 | 7% | 5% |
| Cc1cccc(-n2cnc3cc(C(=O)NCc4ccccc4Cl)ccc32)c1 | ? | -14% |
| O=C1CC(c2nnc(Cc3ccccc3Cl)o2)CN1c1ccccc1 (centres undefined) | 8% | 9% |
| O=c1cc(N2CCCN(c3ccc(C(F)(F)F)cn3)CC2)nc2ccccn12 | -14% | -5% |
| CCOc1ccccc1N1CC(c2nc3ccccc3n2CCCOc2ccc(OC)cc2)CC1=O (centres undefined) | 19% | 4% |
| Cc1ccc2onc(CC(=O)Nc3cc(F)ccc3F)c2c1 | 8% | -2% |
| O=C(NCCc1ccc(Cl)cc1)c1ccc2c(Cl)c3c(nc2c1)CCCC3 | -7% | -9% |

Three entries picked at random from the list so far:
| structure | AID inh | UDG counter |
| --- | --- | --- |
| Cc1ccc2onc(CC(=O)Nc3cc(F)ccc3F)c2c1 | 8% | -2% |
| O=C(CCC1N=C2c3ccccc3N=C(SCC(=O)NCCc3ccccc3)N2C1=O)NCc1ccc(F)cc1 (centres undefined) | -1% | -5% |
| O=C(NCCc1ccccn1)c1ccc(Cl)cc1 | -4% | 1% |

The list goes on:
| structure | AID inh | UDG counter |
| --- | --- | --- |
| COC(=O)c1ccc(NC(=O)C2CCN(c3ncnc4c3nc3n4CCCCC3)CC2)cc1 | 12% | 4% |
| CCCNC(=O)NC(=O)CSc1nc2ccccc2c(=O)n1CC1CCCO1 (centres undefined) | -4% | -8% |
| O=C(NCc1ccccc1)c1nn(-c2ccccc2)nc1CO | 0% | 7%[57.5 µM] |
| CCCCCn1nc(C(=O)Nc2ccc(C)c(Cl)c2)c2ccccc2c1=O | -9% | -8% |
| Cc1cccc(CC(=O)N2CC(=O)Nc3ccc(F)cc3C2c2ccccc2)c1 (centres undefined) | -10% | -9% |
| Cc1ccc(CNC(=O)C2CCN(C(=O)c3ccc(-n4ccc5ccccc54)s3)CC2)cc1 | -16% | 5% |
| NCC12CC3CC(CC(O)(C3)C1)C2 | 4% | -3% |
| CCOC(=O)c1c(N)n(-c2cccc(C)c2C)c2nc3ccccc3nc12 | -3% | ? |
| CC(C)(CNC(=O)C1C2CCC(C2)C1C(=O)O)CNC(=O)C1C2CCC(C2)C1C(=O)O (centres undefined) | 5% | 4% |
| COc1ccc(S(=O)(=O)NCCSc2nnnn2-c2ccccc2)cc1 | 18% | 7% |
| COc1cccc(-c2ccc3c(N)c(C(=O)Nc4cc(C(F)(F)F)ccc4OC)sc3n2)c1 | -3% | -10% |
| O=C(CCCN1C(=O)c2cccnc2Oc2ccc(Cl)cc21)NCc1ccc(F)cc1 | ? | 14% |
| Cc1cc(OCn2ccc(C(=O)NN3CCOCC3)n2)ccc1Cl | -1% | -3% |
| Cc1ccc(-n2ccnc(NCCc3ccc(S(N)(=O)=O)cc3)c2=O)cc1C | 41%[activator] | 11% |
| Brc1ccc(-c2noc(-c3cccc4ccccc34)n2)cc1 | 61% | -8% |
| CCCCN(Cc1ccccc1)c1ccc(C(=O)O)cc1NS(=O)(=O)c1ccc(C)cc1C | 0% | -3% |
| CCOC(=O)c1cccc(NC(=O)NCc2c(-n3cccc3)sc3c2CCN(CC)C3)c1 | 7% | 8% |
| O=C(NCCc1cccc2cccnc12)NC1CCN(CC2CCCCC2)CC1 | -12% | 6% |
| CSc1nnc2n(-c3ccccc3)c(=O)c3c4c(sc3n12)COC(C(C)C)C4 (centres undefined) | -4% | 5% |
| CC(C)(C)C(=O)COC(=O)C1(S(=O)(=O)c2ccc(Br)cc2)CCCC1 | -4% | 1% |

The list continues.
| structure | AID inh | UDG counter |
| --- | --- | --- |
| CCOc1cc(/C=C2\NC(=O)NC2=O)cc(Br)c1OCc1cccc2ccccc12 | -8% | -3% |
| Cc1ccc(-n2nc(C(=O)NCCN(C)C)c(=O)n(C)c2=O)cc1 | 5% | 8% |
| CCCn1nc(C(=O)NC(C)c2cccs2)c2ccccc2c1=O (centres undefined) | -2% | 2% |
| FC(F)(F)c1cc(Nc2nc3ccccc3c3nncn23)ccc1Cl | -16% | -2% |
| COc1cccc(C(=O)Nc2ccccc2-c2nnc(-c3cccc(OC)c3)o2)c1 | -15% | 0% |
| Cc1cc(C)c(NC(=O)CCN2CCCCC2)c(C)c1 | 18% | 0% |
| C=Cc1ccc(COc2ccc3c(=O)c(-c4ccccc4OC)coc3c2)cc1 | 1% | 6% |
| CCOc1ccc(S(=O)(=O)N2CCN(c3cc(Cl)ccc3Cl)CC2)c2ccccc12 | 3% | 9% |
| Cc1[nH]c2ccc(Br)cc2c1C(=O)CCl | -5% | -5% |
| CSc1nnc(-c2ccccc2NC(=O)c2cccc(S(=O)(=O)N3CCCCC3)c2)o1 | -25% | ? |
| CCCC(=O)Nc1ccc(Cl)c(NC(=O)c2cc(OCC)c(OCC)c(OCC)c2)c1 | -3% | 58%[activator] |
| CC(NC(=O)C(c1ccccc1)c1ccccc1)C1CC2CCC1C2 (centres undefined) | 1% | -1% |
| N#Cc1ccccc1NC(=O)C(=O)NCC(c1ccc2c(c1)OCO2)N1CCN(c2ccccc2)CC1 (centres undefined) | 0% | 13% |
| Cc1ccc(CCNC(=O)c2nn(C)c3c2CS(=O)(=O)c2ccccc2-3)cc1 | -11% | -4% |
| CC1CCN(c2cc3c(cc2F)c(=O)c(S(=O)(=O)c2ccc(Cl)cc2)cn3C)CC1 | -22% | 4% |
| CCOC(=O)C(=O)Nc1cccc(OC)c1 | -5% | -3% |
| CCc1ccc(OCc2nn3c(=O)c4ccccc4nc3s2)cc1 | 9% | 18% |
| Cc1cc(=O)oc2cc(OCC(=O)c3ccc(OC(F)F)cc3)ccc12 | -8% | -2% |
| COc1ccc(C(=O)Nc2cccc(-c3cn4ccsc4n3)c2)cc1OC | 6% | -9% |
| Oc1ccccc1C=Nc1ccc(Cl)cc1C(F)(F)F | -3% | -3% |

More entries.
| structure | AID inh | UDG counter |
| --- | --- | --- |
| Cc1cc2oc(=O)cc(CN3CCCCCC3)c2cc1C(C)C | -15% | -4% |
| N#Cc1nc(COc2ccc(-c3ccccc3)cc2)oc1N1CCOCC1 | -10% | -3% |
| Cc1ccc2oc(-c3ccc(NC(=O)c4cccc(F)c4)c(C)c3)nc2c1 | 1% | 8% |
| NC(=O)c1ccc(CN(C(=O)Cc2cccc(C(F)(F)F)c2)C2CC2)cc1 | 1% | 3% |
| COc1ccc(N2CCN(c3ccc(-c4nc(-c5cccc(C)c5)no4)cc3[N+](=O)[O-])CC2)cc1 | 36%[activator] | -14% |
| Cc1ccc(NS(=O)(=O)c2ccc3c(c2)NC(=O)CCS3)cc1F | 28% | 14% |
| O=C(Cc1ccccc1)N(CC1CCOC1)C1CC1 (centres undefined) | 0% | -6% |
| Cn1c(=O)c2sccc2n2c(CCCC(=O)Nc3ccc(Oc4ccccc4)cc3)nnc12 | ? | -1% |
| COc1cc(/C=N/OCCOc2ccc(C)cc2)cc(Cl)c1OC | -7% | 4% |
| O=C(CN1CCN(C(=O)c2nn(Cc3ccccc3)c(=O)c3ccccc23)CC1)Nc1ccc(F)cc1 | -4% | -3% |
| COc1ccccc1Nc1nn2c(=O)c3ccc(C(=O)NCc4cccs4)cc3nc2s1 | -2% | -7% |
| CCOc1cc2c(cc1NC(=O)CCC(=O)c1ccccc1)OC(C)C2 (centres undefined) | 4% | 4% |
| Cc1ccc(NC(=O)CSc2ncnc3c2sc2ccccc23)cc1C | 17% | 0% |
| COC(=O)c1ccccc1NC(=O)Cn1c(=O)n(CCCCC(=O)NCc2ccc3c(c2)OCO3)c(=O)c2ccccc21 | 12% | -7% |
| O=C(CC12CC3CC(CC(C3)C1)C2)Nc1ccc(F)c(Cl)c1 | -23% | -8% |
| COc1ccc(Nc2ncnc3scc(-c4ccc(F)cc4)c23)cc1 | -19% | -13% |
| CCOC(=O)c1c(NC(=O)c2ccc(Br)cc2)sc2c1CCCC2 | 6% | 15% |
| COc1ccc(NC(=O)Cn2c(=O)c3cccn3c3ccccc32)cc1Cl | 27% | -2%[57.5 µM] |
| Cc1ccc(CCNC(=O)c2sc3nc4n(c(=O)c3c2C)CCCC4)cc1 | ? | -16% |
| COC(=O)CN1C(=O)CSc2ccc(S(=O)(=O)Nc3cccc(Br)c3)cc21 | 2% | -2%[57.5 µM] |

(continued)
| structure | AID inh | UDG counter |
| --- | --- | --- |
| COc1ccc(S(=O)(=O)c2nnn(-c3ccc(C)c(Cl)c3)c2C)cc1 | -19% | -9% |
| COc1ccc(CNC(=O)Cc2c(C)c3c(cc(C)c4c(C)c(C)oc43)oc2=O)cc1OC | 1% | 2% |
| CC(C)c1ccc(NC(=O)N2CCN(c3ccc(Cl)c(Cl)c3)CC2)cc1 | ? | -16% |
| CCOc1ccc(CNC(=O)c2sc3nc(C)cc(C)c3c2-n2cccc2)cc1 | 2% | 0% |
| N#Cc1cc(Oc2ccc(Br)cc2)c(Oc2ccc(Br)cc2)cc1C#N | -12% | -8% |
| CC(C)CC(NC(=O)Cn1cnc(C#N)n1)c1ccccc1 (centres undefined) | -2% | -3% |
| O=[N+]([O-])c1ccc(NC(=S)Nc2ccc3c(c2)CCC3)cc1 | 3% | 0% |
| CCOc1ccccc1N(CC)C(=O)c1cc2ccc3cccnc3c2[nH]1 | ? | ? |
| O=[N+]([O-])c1ccc(O)c(-c2ccnc3cc(-c4ccccc4)nn23)c1 | ? | -4% |
| CC(C)CSc1nc(N2CCOCC2)c2c(c1C#N)CCCC2 | ? | -2% |
| COc1cc(CN(C(=O)Nc2ccccc2)c2ccccn2)cc(OC)c1OC | -3% | ? |
| Cc1ccc(COc2ccc(CNC(C)C)cc2)cc1 | -11% | 6% |
| C=CCNC(=O)NC(=O)CN(CC)c1ccc(C)cc1C | 4% | 3% |
| COc1ccc(OC)c(NC(=O)c2cc(C3CC3)nc3c2c(C)nn3-c2ccc(C)cc2)c1 | 16% | 9% |
| Cc1ccc(-n2c(=O)c3c(c4cc(C)ccc4n3C)n(CC(=O)Nc3cc(C)cc(C)c3)c2=O)cc1 | 1% | -5% |
| CCOC(=O)c1c(-c2ccc(C)cc2)csc1NC(=O)c1cc(-c2ccc(OC)cc2)on1 | -1% | ? |
| COc1ccc(C(=O)Nc2sc3c(c2C(N)=O)CCC(C)C3)c(OC)c1OC (centres undefined) | 25% | 4% |
| CC(C)Cn1c(SCC(=O)Nc2ccc3c(c2)OCO3)nc2cc(Cl)ccc2c1=O | 4% | 3% |
| COC(=O)c1ccc(COc2ccc(C(=O)c3ccc(Cl)cc3)cc2)cc1 | 5% | -11% |
| O=C(CCn1ccc2cc(S(=O)(=O)N3CCCC3)ccc21)NCc1cccc(F)c1 | 10% | -15% |

(listing goes on)
| structure | AID inh | UDG counter |
| --- | --- | --- |
| Cn1cc(C(=O)NCCc2ccccc2)c(=O)c2cc(S(=O)(=O)N3CCCCC3)ccc21 | 8%[57.5 µM] | 4%[57.5 µM] |
| CCc1cccc(C)c1NC(=O)CSc1nc2c(c(=O)[nH]1)CCC2 | 6% | 0% |
| O=C(Nc1ccccc1SC(F)F)C1CCCCC1 | -2% | 6% |
| Cc1ccc(Cl)cc1NC(=O)c1ccc2snnc2c1 | 18% | 3% |
| CCN(CC)CCCNC(=O)Cn1nc(N2CCN(c3ccccc3OC)CC2)ccc1=O | 7% | 39%[activator] |
| O=C(/C=C/c1ccccc1)Nc1cc(-c2nc3ccccc3o2)ccc1Cl | 22% | 8% |
| CCOc1ccc(/C=C(\C#N)C(=O)c2ccc(C)cc2)cc1OC | -16% | 0% |
| Cc1ccc(NC(=O)[C@@H](c2ccccc2)N2Cc3ccccc3C2=O)cc1F | -14% | -7% |
| CCCCCN1C(C(=O)c2ccccc2)=C(NC(=O)c2ccc(OC)c(OC)c2)c2ccccc2S1(=O)=O | -8%[57.5 µM] | -19%[57.5 µM] |
| CC(=O)N1c2ccc(S(=O)(=O)N3CCCCCC3)cc2CC1C(=O)NCc1ccccc1F (centres undefined) | 10% | 4% |
| CCc1nc2ccc(C(=O)Nc3ccc(C)cn3)cc2nc1CC | 15% | -5% |
| CCCCCn1nc(C(=O)OCCOc2cccc(C)c2)c2ccccc2c1=O | -8% | -5% |
| Cc1cc(Cl)ccc1NS(=O)(=O)c1ccccc1C#N | 0% | -3% |
| Cc1cccc(-c2nc(S(=O)(=O)c3ccc(Cl)cc3)c(N3CCCCCC3)o2)c1 | ? | -9% |
| O=C(NCC(O)COc1cccc(F)c1)c1ccoc1 (centres undefined) | 8% | 3% |
| CS(=O)(=O)Cc1cccc(C(=O)Nc2ccc(F)cc2F)c1 | -4% | 4% |
| CCc1ccc(NS(=O)(=O)c2ccc(NC(C)=O)c(OC)c2)cc1 | 7% | 11% |

Assay outcomes: PubChem BioAssay, National Center for Advancing Translational Sciences (NCATS)
